# RGS12 GoLoco inh: inhibitors of human Gai1-RGS12 GoLoco interaction (red fluorophore); P63096; Gai1:RGS12 GoLoco peptide FP, rhodamine, 10 min; Potency, µM (highest dose often 61.6 µM), without a hit: at the top dose activity, negative = inhibition, hits mostly inhibitors; actives 0.44% (n = 230,000); active = well fitted inhibition curve with a large enough effect, not every such curve was filed as active; inactive = no such curve, though single readings can be large or run the other way; also: % is scaled to controls: 0 for no effect and ±100 for the full control effect; nearly all actives have a fitted effect of over 30% in size; many of its hits are not listed in these tables
# Target sequence (P63096 whole entry, looked up): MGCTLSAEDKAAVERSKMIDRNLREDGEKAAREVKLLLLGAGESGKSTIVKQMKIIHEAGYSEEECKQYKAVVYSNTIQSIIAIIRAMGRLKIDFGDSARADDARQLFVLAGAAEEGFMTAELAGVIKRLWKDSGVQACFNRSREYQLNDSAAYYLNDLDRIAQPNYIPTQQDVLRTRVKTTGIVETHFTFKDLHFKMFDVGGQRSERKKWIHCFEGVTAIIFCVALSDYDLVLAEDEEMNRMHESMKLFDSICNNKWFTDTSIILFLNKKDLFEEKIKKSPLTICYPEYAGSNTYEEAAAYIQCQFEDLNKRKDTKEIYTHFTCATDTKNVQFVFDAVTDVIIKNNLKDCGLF
# Lamin A splicing: modulators of lamin A splicing | HeLa LMNA splicing GFP/RFP minigene ratio, 48 h | Potency, µM (series often up to 46.1 µM), inactives show at the highest dose ratio change, negative = inhibition, most hits filed as inhibitors | actives 0.01% (n = 200,000) | AID 1487; active = well fitted inhibition curve with a large enough effect in the signal ratio, with a control signal flat, not every such curve was filed as active; inconclusive = small, poorly fitted or top-dose-only effect, or effect the other way, or a change in a side signal; the % refers to the signal ratio; also: % is scaled to controls: 0 for no effect and ±100 for the full control effect
#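 S3 HeLa stable clones carrying a lamin A-EGFP splicing minigene plus DsRed2 were seeded at 600 cells/well in Opti-MEM with 2% FBS, pin-dosed and incubated 48 h at 37°C. Acumen cytometry (488 nm) gave the GFP/RFP total-intensity ratio.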
# ALDH1A1 inh: ALDH1A1 (human) enzyme inhibition; P00352; AID 1030; actives 7.3% (n = 220,000); Purified ALDH1A1, NADH fluorescence, propionaldehyde substrate; Potency, µM (series often up to 75.3 µM), without a hit: at the top dose activity, negative = inhibition, most hits filed as inhibitors; active = well fitted inhibition curve with a large enough effect, not every such curve was filed as active; inconclusive = small, poorly fitted or top-dose-only effect, or another doubt; inactive = no such curve, though single readings can be large or run the other way;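 also: plate controls were no enzyme wells and a reference inhibitor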
# RECQ1 inh: blocks DNA unwinding by human RECQ1 | RECQ1 DNA unwinding, red fluorescence kinetic read | Potency, µM (top dose mostly 57.3 µM), for the others: at the top dose activity, negative = inhibition, hits mostly inhibitors | actives 0.54% (n = 240,000) | AID 2549;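 also: plate controls were vehicle for no effect and no enzyme for full effect; nearly all actives have a fitted effect of over 30% in size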
#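 50 nM RECQ1T1 preincubated 15 min with compound in Tris pH 8.0 buffer with MgCl2, DTT, Tween-20 and 2.5 ug/ml poly(dI-dC); started with 200 nM TAMRA/BHQ-2 forked duplex and 2 mM ATP. Unwinding read as fluorescence (525/598 nm), two reads 2 h apart.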
# TexasRed fluor: Texas Red fluorescence interference in TRb-SRC2 counter-screen. TRb/SRC2 Texas Red total fluorescence interference. Potency, µM (doses to about 106 µM), without a hit: top-dose fluorescence change, negative = quenching. actives 0.29% (n = 280,000). AID 1479; active = well fitted curve in either direction with a large enough effect; inconclusive = small, poorly fitted or top-dose-only effect; also: % is scaled to controls: 0 for no effect and ±100 for the full control effect
#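 Human TRb ligand-binding domain at 0.6 uM with 20 nM Texas Red SRC2 peptide in Tris buffer containing 1 uM T3 and 5% DMSO, incubated with compound 5 h at ambient temperature. Total fluorescence (555/632 nm) calculated as parallel + 2 × perpendicular.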
# SMN2 splice enh: SMN2 splice variant enhancement. Potency, µM (series often up to 46.1 µM), for inactives: top-dose activity change, positive = activation, usual class: activators. HEK293 SMN2-luciferase splicing reporter, luminescence, 30-36 h. actives 2.8% (n = 210,000). AID 1458; also: % of control where 0% means no effect; nearly all actives have a fitted effect of over 55% in size
#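 HEK293 cells carry an SMN2 […]–luciferase reporter in which exon 7 inclusion puts luciferase in frame. Cells were plated 10-12 h before compound addition, then incubated 30-36 h at 37C. ONE-Glo luminescence was read; sodium butyrate at 4.5 mM final served as control.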
# TRb SRC2 PPI: TRbeta-SRC2 interaction inhibition | P10828 | Potency, µM (series often up to 106 µM), without a hit: at the highest dose activity change, negative = inhibition, most hits filed as inhibitors | TRbeta-SRC2 peptide binding, fluorescence polarization; receptor liganded with 1 µM T3 | actives 0.065% (n = 280,000);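 also: plate controls were bound peptide for no effect and peptide without receptor for full effect; nearly all actives have a fitted effect of over 50% in size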
#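 Quantitative HTS by FP: 0.6 uM TRb LBD, 20 nM labeled SRC2 20-mer, 1 uM T3, 5% DMSO; 5 hr ambient incubation; % activity per concentration and potencies from concentration series.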
# KDM4E inh: inhibitors of human JMJD2E histone demethylase; B2RXH2; JMJD2E catalytic domain, FDH-coupled NADH fluorescence (FDH is formaldehyde dehydrogenase); Potency, µM (doses to about 57.1 µM), without a hit: at the highest dose activity change, negative = inhibition, actives largely listed as inhibitors; actives 1.6% (n = 230,000); active = well fitted inhibition curve with a large enough effect, not every such curve was filed as active; inconclusive = small, poorly fitted or top-dose-only effect, or another doubt; inactive = no such curve, though single readings can be large or run the other way;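 also: 0% = wells with enzyme and -100% = buffer wells without enzyme; nearly all actives have a fitted effect of over 50% in size; many of its hits are not listed in these tables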
# Target sequence (B2RXH2 1-337 limits assumed): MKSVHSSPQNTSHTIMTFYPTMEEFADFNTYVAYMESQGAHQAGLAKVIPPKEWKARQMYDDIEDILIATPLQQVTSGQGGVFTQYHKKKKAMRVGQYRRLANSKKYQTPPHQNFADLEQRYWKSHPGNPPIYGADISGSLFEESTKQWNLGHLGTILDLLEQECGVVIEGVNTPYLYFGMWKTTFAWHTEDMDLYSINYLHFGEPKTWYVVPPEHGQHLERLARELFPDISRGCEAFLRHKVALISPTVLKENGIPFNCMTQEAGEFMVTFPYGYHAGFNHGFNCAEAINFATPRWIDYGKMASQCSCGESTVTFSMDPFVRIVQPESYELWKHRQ
# The depositor's hits bear a star; i = inactive; ? = inconclusive; nt = no result given; [ ] = another dose, or the depositor's remark. Unless noted, calls follow the shape of the dose curve; as a rule, active = well fitted curve in the direction sought with a large enough effect; inconclusive = small, poorly fitted or top-dose-only effect, or another doubt; inactive = no such curve, though single readings can be large; an effect the other way counts as inactive or inconclusive. Potency is read from the fitted curve at half-maximal effect. Some of the compounds tested; count on the stated rates, not on these rows.
mol	RGS12 GoLoco inh	Lamin A splicing	ALDH1A1 inh	RECQ1 inh	TexasRed fluor	SMN2 splice enh	TRb SRC2 PPI	KDM4E inh
CC1(CC(=O)Nc2ccccc2)NC(=S)N(c2ccccc2)N1 (stereo not given)	19%	2%[46 µM]	11µM*	-7%	0%	18%	4%	-9%
COc1ccc(NC(=O)Cc2ccc(C)c(C)c2)cc1Cl	3%	nt	?	7%	1%	-4%	-2%	0%
C/C(Cl)=C\C[N+](C)(C)CC(=O)OCCc1ccccc1	6%	nt	nt	i	3%	nt	3%	6%
CC1CC(C)(C)NC(=S)N1CC(=O)NCc1ccc(Cl)cc1 (stereo not given)	-3%	-6%	-11%	-3%	1%	-9%[1.84 µM]	8%	-1%
O=C(Cc1cccs1)Nc1ccc(S(=O)(=O)N2CCCCC2)cc1	65%[activator]	2%	-6%	25µM*	?	-4%	19%	-6%
Cc1ccc(CNC(=O)C2CC(c3ccccc3C(F)(F)F)=NO2)cc1 (stereo not given)	7%	nt	nt	-9%	-1%	nt	4%	1%
COc1ccc(CNc2nc(-c3ccc(C(=O)N(C)C)cc3)nc3ccccc23)c(OC)c1	-4%	22%	?	-5%	-10%	?	6%	?
COc1ccc(C2CC(c3ccc(Cl)cc3Cl)Nc3nc(N)nn32)cc1 (stereo not given)	-6%	-6%	?	-2%	0%	23%	6%	-8%
CCn1c(CSc2nc3ccccc3s2)nnc1SCC(N)=O	5%	0%	4%	3%	1%	-10%	2%	?
CCN(CC)C(=S)NC(=O)c1cccnc1	13%	?	?	i	-5%	0%	5%	?
C/C(CCN1CCc2nc(-c3ccccc3)c(-c3ccccc3)cc2C1)=N\OC[C@@H](O)[C@@H]1O[C@@H]2OC(C)(C)O[C@@H]2[C@H]1O	nt	nt	10%[13.5 µM]	9%[11.5 µM]	3%[11.2 µM]	nt	-2%[11.2 µM]	nt
CC(=O)Nc1ccc(OCCOc2ccc([N+](=O)[O-])cc2)cc1	0%	nt	nt	0%	-9%	nt	-1%	-15%
CNc1ccc(Oc2nc([N+](=O)[O-])nn2C)cc1	6%	11%[46 µM]	-3%	-9%	-7%	9%	1%	-14%
CC(C)(C)NS(=O)(=O)c1ccc(NC(=O)c2cc(-c3ccccc3)nc3ccccc23)cc1	12%	0%	2%	-9%	-1%	5%	-20%	-10%
Cc1ccc(Cn2c(SCC(C)C)nc3c2c(=O)[nH]c(=O)n3C)cc1	-5%	2%	28µM*	-12%	-5%	26%	1%	-3%
CC(=O)c1ccc(NC(=O)/C=C/c2ccc(C)cc2)cc1	-10%	?	7%	-5%	-5%	12%	-3%	2%
COc1ccc(CCNC(=O)C(=O)NCc2ccccn2)cc1	17%	2%[46 µM]	0%	4%	1%	-17%	2%	-1%
c1ccc(CN2CCN(CCCNc3ccc4nnc(-c5ccccc5)n4n3)CC2)cc1	-1%	-8%	-9%	-5%	0%	-6%	-1%	-6%
Clc1ccc(-c2noc(CN3CCCC3)n2)cc1	2%	8%	3%	-1%	-5%	?	3%	4%
C=CCNC(=O)N1CCc2nc(-c3ccc(OC)cc3C)c3c(c2C1)CO[C@@H](c1ccccc1)C3	0%[14.2 µM]	?	?	0%[11.5 µM]	-4%[11.2 µM]	-5%[9.22 µM]	0%[11.2 µM]	8%[11.4 µM]
N#Cc1cccc(NC(=O)N2CCC(c3nc4c(nnn4Cc4cccc(Cl)c4)c(=O)[nH]3)CC2)c1	8%	14%	-2%	-1%	-3%	-6%	-5%	0%
O=C1C(=C(O)c2ccccc2)C(=O)c2ccccc21	-7%	?	4µM*	10%	0%	-6%	-19%	-29%
CCOC(=O)C1(Cc2ccccc2C(F)(F)F)CCN(CCCn2cccn2)CC1	7%	-3%[46 µM]	-4%	-10%	1%[53 µM]	nt	-5%[53 µM]	4%
Cc1ccccc1-c1nnc(SCC(=O)NCc2ccc3c(c2)OCO3)n1C	3%	9%	-5%	-2%	1%	-9%	5%	-4%
CN(C)C(=O)CSCc1c(Cl)cccc1Cl	-6%	6%	4%	i	-3%	-6%	-1%	-6%
C=CCSc1nnc(-c2sc(-c3ccccc3)nc2C)n1C	-4%	-1%	?	-3%	-3%	?	-12%	?
O=S(=O)(Nc1ccc(Cl)c(C(F)(F)F)c1)c1cnc[nH]1	2%	-11%	3%	i	-2%	-5%	-8%	2%
Cc1cc(Cl)c(OCCCn2cncn2)c(Br)c1	6%	17%	-15%	-12%	4%	-14%	0%	4%
O=C1c2ccccc2-c2c1cccc2C(=O)N1CCN(C(=O)c2ccco2)CC1	-15%	9%	16µM*	i	0%	-9%	0%	0%
C=CCn1c(=N)n(CC(=O)c2cccc([N+](=O)[O-])c2)c2ccccc21	16%	21%[46 µM]	-17%	-20%	-1%	21%	-1%	-23%
CCOC(=O)CN1C(=O)N[C@@H](c2ccco2)C(C(C)=O)=C1C	-2%[14.2 µM]	-5%[9.22 µM]	-4%[13.5 µM]	i[11.5 µM]	-1%[11.2 µM]	-3%[9.22 µM]	0%[11.2 µM]	4%[11.4 µM]
O=C(Nc1cccc2ncccc12)c1cccnc1	-7%	-11%	-1%	-4%	-5%	6%	-12%	-6%
Nc1nc(SCC(=O)N2CCCC2)[nH]c(=O)c1NC(=O)c1cccs1	16%	nt	nt	6%	-2%	nt	-2%	6%
O=S1(=O)CC(O)C(Nc2ccc(Cl)cc2)C1 (stereo not given)	2%	-11%	-4%	4%	-2%	-26%	-10%	-5%
COc1ccc(-n2cnnc2SCC(=O)Nc2cc(C)on2)cc1	0%	6%[46 µM]	1%	0%	-1%	7%	2%	-5%
CC1(C)SC2[C@@H](N=CN3CCCCCC3)C(=O)N2[C@H]1C(=O)O (stereo not given in full)	-15%	?	nt	nt	0%	nt	-2%	nt
CN1CCN(S(=O)(=O)c2ccc(NC(=S)NC(=O)c3ccccc3)cc2)CC1	-7%	6%	25µM*	i	-1%	-14%	-7%	8%
Cc1csc2ncc(C(=O)NCc3ccccn3)c(=O)n12	6%	-1%	?	0%	-1%	11%	-2%	?
COc1cc(NC(=O)COC(C)=O)cc(OC)c1OC	11%	8%[46 µM]	2%	-6%	-1%	-10%	-4%	-4%
O=C(CCc1nc2ccccc2[nH]1)NC1CCCCC1	10%	-4%	-4%	-5%	-3%	-4%	-1%	-3%

# 4 structures out of the list, ordered by SMILES length, low to high:
mol	RGS12 GoLoco inh	Lamin A splicing	ALDH1A1 inh	RECQ1 inh	TexasRed fluor	SMN2 splice enh	TRb SRC2 PPI	KDM4E inh
Clc1ccc(-c2noc(CN3CCCC3)n2)cc1	2%	8%	3%	-1%	-5%	?	3%	4%
COc1cc(NC(=O)COC(C)=O)cc(OC)c1OC	11%	8%[46 µM]	2%	-6%	-1%	-10%	-4%	-4%
CCOC(=O)CN1C(=O)N[C@@H](c2ccco2)C(C(C)=O)=C1C	-2%[14.2 µM]	-5%[9.22 µM]	-4%[13.5 µM]	i[11.5 µM]	-1%[11.2 µM]	-3%[9.22 µM]	0%[11.2 µM]	4%[11.4 µM]
CN1CCN(S(=O)(=O)c2ccc(NC(=S)NC(=O)c3ccccc3)cc2)CC1	-7%	6%	25µM*	i	-1%	-14%	-7%	8%

# Other results
mol	RGS12 GoLoco inh	Lamin A splicing	ALDH1A1 inh	RECQ1 inh	TexasRed fluor	SMN2 splice enh	TRb SRC2 PPI	KDM4E inh
C/C=C\C(=O)Nc1cccc(C2=NOC3(C2)C[C@@H](C(N)=O)N(C(=O)C2(C)CC2)C3)c1 (stereo not given in full)	2%	nt	nt	-4%	-1%	nt	-1%	-4%
CC(C)c1ccc(/C=N/Nc2ccc(C(=O)O)cc2)cc1	-9%	6%	?	-1%	0%	-71%[inhibitor]	-9%	-9%
CCOC(=O)c1sc(Nc2nc3cc4c(cc3s2)OCO4)cc1C	29%	?	?	-15%	0.32µM*[quencher]	?	2%	?
COc1ccccc1CN1CC2(CCN(C(=O)c3cc(C(F)(F)F)cc(C(F)(F)F)c3)CC2)C1	0%	nt	17%	-11%	nt	-3%	nt	nt
C=CCOC(=O)C1=C[C@H](c2cn(C(C)=O)c3ccccc23)C[C@H](OCc2ccc(CO)cc2)O1	5%	nt	-9%	-26%	1%	nt	5%	-10%
O=C1N(Cc2cccc(Cl)c2)C[C@@H]2C[C@@H](c3ccsc3)N3CCC[C@@]123	8%	nt	5%	?	4%	nt	-1%	-9%
CC(=O)NC(C1C(=O)CC(C)(C)CC1=O)(C(F)(F)F)C(F)(F)F	4%	-11%	19%	-4%	2%	-4%	-12%	1%
Cc1ccc2nsnc2c1NC(=O)CCc1ccccc1	11%	11%	11%	i	2%	6%	2%	3%
CCCn1nc(NC(=O)c2cccs2)c2cc3cc(OC)ccc3nc21	31%[activator]	16%	?	-6%	1%	22%	8%	?
Cc1[nH]nc(N2CCCCC2)c1[N+](=O)[O-]	5%	9%	1%	15%	0%	-9%	1%	12%
O=C(CNC(=O)C1CCCCC1)OCn1nnc2ccccc2c1=O	3%	-4%[46 µM]	?	0%	1%	8%	-9%	4%
O=C(NCc1cccs1)c1cnc(Cl)c(Cl)c1	2%	-20%[46 µM]	?	-15%	0%	10%	-14%	5%
COc1cc(/C=C(/NC(C)=O)C(=O)O)cc(Cl)c1OCc1ccc(Br)cc1	1%	nt	nt	5%	-1%	nt	2%	0%
O=C(c1ccccc1F)N(NC(=O)C(O)(c1ccccc1)c1ccccc1)c1ccccc1	-3%	3%	?	0%	-19%	-19%	-3%	3%
CCN(C(=O)c1ccc(NC(C)=O)cc1)c1ccccc1	-15%	2%	-8%	i	2%	-4%	-6%	5%

# Compound activity (PubChem)
